PAX8 inh HTS: inhibitors of PAX8 transcriptional activity in RMG-I cells; RMG-I TPO-luciferase reporter, SteadyGlo, 24 h; inhibition, % at 12.6 µM; AID 652154; actives 1.2% (n = 360,000);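 active means mean replicate inhibition at least 60% with every replicate also reaching 60%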;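 further: luciferase light reporting Pax8 driven TPO promoter activity; plate controls were median of neutral control wells for no effect and mitoxantrone controls for full effect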
INS-1E GSIS act: GLuc luminescence reporter in INS-1E cells, primary screen for activators of glucose-dependent secretion of insulin | INS-1E GLuc reporter insulin secretion, 2-3 h | activation, % at 16.6 µM | actives 0.61% (n = 370,000) | AID 743287;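 active means lowest replicate activation of at least 40%, so every replicate reaches that level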;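 further: 0% = median of neutral control wells and 100% = median of IBMX positive control wells; some compounds called inactive have numbers as strong as hits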
DENV2 CPE: inhibitors of DENV2 cytopathic effect; DENV2-infected cells, cytopathic effect rescue, plate reader; CPE inhibition, % at 9.99 µM; actives 1.7% (n = 350,000); in the data active means CPE inhibition above about 20%, passing the limit was not always enough; tested in BHK-21 cells;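 further: 0% = median of neutral control wells and 100% = median of positive control wells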
ERp5 block: blocks human ERp5 reductase activity on insulin | actives 0.05% (n = 350,000) | inhibition, % at 9.99 µM | Q15084 | ERp5 insulin aggregation, absorbance 650 nm, 90 min | AID 651711;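 active means mean replicate inhibition above about 25%, with every replicate also reaching it, limit read from the data, passing the limit was not always enough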
Target sequence (Q15084 whole entry, looked up): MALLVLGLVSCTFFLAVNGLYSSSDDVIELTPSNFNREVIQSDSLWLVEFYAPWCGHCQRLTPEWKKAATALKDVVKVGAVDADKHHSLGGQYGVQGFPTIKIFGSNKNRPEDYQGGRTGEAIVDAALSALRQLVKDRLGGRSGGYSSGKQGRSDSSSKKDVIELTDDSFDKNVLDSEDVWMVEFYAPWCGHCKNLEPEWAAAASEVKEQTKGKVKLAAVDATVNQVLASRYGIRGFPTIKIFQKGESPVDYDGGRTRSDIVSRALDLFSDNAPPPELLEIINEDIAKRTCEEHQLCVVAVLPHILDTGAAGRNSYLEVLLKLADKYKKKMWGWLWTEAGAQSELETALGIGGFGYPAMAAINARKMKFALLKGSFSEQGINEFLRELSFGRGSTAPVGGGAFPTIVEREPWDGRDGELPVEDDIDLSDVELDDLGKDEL
ARNT-TACC3 inh: disruptors of human ARNT/TACC3 interaction. Q9Y6A5. actives 0.66% (n = 390,000). inhibition, % at 9.99 µM. AID 623870. AlphaScreen His-ARNT PAS-B/GST-TACC3 binding, luminescence; TACC3 fragment carries E629A point mutation;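 active means mean inhibition of replicates at least 50% and at least half of replicates each reaching 50%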;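 further: 0% = complete ARNT plus TACC3 wells and 100% = ARNT alone without TACC3; many hits fall short of the cut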
XiGFP reactiv: activators of X-chromosome reactivation in mouse fibroblasts; XiGFP mouse fibroblasts, % GFP-positive cells imaging, 3 d; cells co-treated with 5-aza-dC sensitizer; scaled so ellipticine positive control = 100%; activation, % at 7.58 µM; actives 0.055% (n = 360,000); AID 743238;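 active means mean normalized replicate activation at least 10% and every replicate at or above 10%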;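 further: 0% = median of on-plate neutral control wells and 100% = ellipticine 6 µM median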
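System: 68-5-11 XiGFP fibroblast line | Buffer or medium: DMEM containing 5-aza-dC | Compound: Single point | Times: Compounds 3 days, fix/stain 15 min at room temperature | Benchmarks: Positive control ellipticine, 6 µM final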
EWS-Fli block: inhibitors of EWS/Fli oncoprotein transcriptional activity; inhibition, % at 12.6 µM; A673 NR0B1-luciferase reporter, viability-normalised; AID 651661; actives 0.67% (n = 350,000);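 active means mean inhibition of at least 50% after viability correction, with every replicate also passing that limit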;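 further: firefly luciferase signal divided by Alamar Blue viability fluorescence both relative to DMSO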
F508del corr: correctors of CFTR F508del function in bronchial epithelial cells. activity (quench increase), % at 7.58 µM. actives 0.36% (n = 350,000). CFBE cells, YFP halide quenching; stimulated with forskolin plus potentiator P3; % fluorescence drop versus neutral controls;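 active means mean added fluorescence quench of at least 8% versus neutral control, with both replicates also reaching 8%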;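 further: cells transiently co-express mutant CFTR-F508del with the halide-sensitive YFP; corrector assay measuring rescue of mutant channel to the surface after 24 h compound exposure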
An asterisk follows results filed as active; & = joins results of further samples.

How did CN(C)CCCNc1oc(-c2ccccc2Cl)nc1S(=O)(=O)c1ccc(F)cc1 do in these assays?
PAX8 inh HTS: -2; INS-1E GSIS act: 18; DENV2 CPE: -7; ERp5 block: -5; ARNT-TACC3 inh: 3; XiGFP reactiv: -0.1; EWS-Fli block: 6; F508del corr: 1.7

What do the screens show for `O=C(COc1ccccc1[N+](=O)[O-])NCc1cccnc1`?
PAX8 inh HTS: 30; INS-1E GSIS act: -2; ARNT-TACC3 inh: 0; XiGFP reactiv: 0.0

What do the screens show for `CS(=O)(=O)N(CC(=O)NCc1ccco1)c1ccc(OCc2ccccc2)cc1`?
PAX8 inh HTS: -32; INS-1E GSIS act: -8; DENV2 CPE: 5; ERp5 block: -1; XiGFP reactiv: 0.0; EWS-Fli block: -21; F508del corr: -0.8

Results for Cc1ccc(S(=O)(=O)N(C)C[C@H]2Oc3ncc(C#CC4(O)CCCC4)cc3C(=O)N([C@H](C)CO)C[C@@H]2C)cc1 ?
INS-1E GSIS act: 1; ERp5 block: 0; ARNT-TACC3 inh: -3; XiGFP reactiv: -0.7; EWS-Fli block: 9; F508del corr: 3.0

How did Cc1nnc(NC(=O)CSc2ccccc2N)s1 do in these assays?
PAX8 inh HTS: 30; INS-1E GSIS act: 3; DENV2 CPE: -3; ERp5 block: 1; ARNT-TACC3 inh: -10; XiGFP reactiv: 0.3; EWS-Fli block: 3; F508del corr: -3.4

How did C[C@@H](O)C#Cc1ccc([C@@H]2[C@H](CO)N3CCCCN(C(=O)c4ccc(F)cc4)C[C@@H]23)cc1 do in these assays?
PAX8 inh HTS: 3; INS-1E GSIS act: 4; DENV2 CPE: 10; ERp5 block: 3; ARNT-TACC3 inh: -10; XiGFP reactiv: 0.6; EWS-Fli block: -1; F508del corr: -0.9

Results for Cc1ccc(CNC(=O)CSc2nc(C)cs2)cc1 ?
PAX8 inh HTS: 5; INS-1E GSIS act: -1; DENV2 CPE: 3; ERp5 block: 2; ARNT-TACC3 inh: -1; XiGFP reactiv: 0.2; EWS-Fli block: 2; F508del corr: 2.9

How did CC1=C(C(=O)OCc2ccc3c(c2)OCO3)C(c2ccc(O)c([N+](=O)[O-])c2)NC(=O)N1 (stereo not drawn) do in these assays?
PAX8 inh HTS: -15; INS-1E GSIS act: 6; DENV2 CPE: 2; ERp5 block: -15; XiGFP reactiv: 0.1; EWS-Fli block: 1; F508del corr: 2.8

Results for N#Cc1cccc(-c2ccc(C3[C@@H]4CN(C(=O)Cc5ccccc5)C[C@H]3N4)cc2)c1 (stereo partly drawn) ?
PAX8 inh HTS: -11&-2; INS-1E GSIS act: 13&4; DENV2 CPE: 3&-2; ERp5 block: -2&-3; XiGFP reactiv: 0.1&0.0; EWS-Fli block: 7&0; F508del corr: 2.3&1.0

How did COC(=O)[C@H]1CN(C(=O)c2ccccc2)C(=O)N1 do in these assays?
PAX8 inh HTS: 6; INS-1E GSIS act: 1; DENV2 CPE: 25*; ERp5 block: -6; ARNT-TACC3 inh: 2; XiGFP reactiv: 0.0; EWS-Fli block: -3; F508del corr: -1.6

Results for CCC1=C(c2ccc(C)cc2)S(=O)(=O)N=C1N1CCC(C(=O)NCCCN2CCCCC2)CC1 ?
PAX8 inh HTS: 4; INS-1E GSIS act: -4; DENV2 CPE: 19; ERp5 block: 4; ARNT-TACC3 inh: 2; XiGFP reactiv: 0.0; F508del corr: 1.7

What do the screens show for `C[C@H]1CN([C@@H](C)CO)C(=O)Cc2cc(NC(=O)c3ccncc3)ccc2O[C@H]1CN(C)Cc1ccc(Oc2ccccc2)cc1`?
PAX8 inh HTS: 17; INS-1E GSIS act: -6; DENV2 CPE: 8; ERp5 block: -5; XiGFP reactiv: 0.1; EWS-Fli block: 12; F508del corr: 0.6

Results for O=C(NN1CCCCC1)c1cnn2c(C(F)F)cc(-c3ccccc3)nc12 ?
PAX8 inh HTS: 0; INS-1E GSIS act: 5; DENV2 CPE: 1; ERp5 block: 4; ARNT-TACC3 inh: 3; XiGFP reactiv: 0.0; EWS-Fli block: 6; F508del corr: -2.0

Results for CC(C)CN(C(=O)COC(=O)CSc1ccc(Br)cc1)C1CCS(=O)(=O)C1 (stereo not drawn) ?
PAX8 inh HTS: -28; INS-1E GSIS act: 19; DENV2 CPE: -3; ERp5 block: 3; ARNT-TACC3 inh: -2; XiGFP reactiv: 0.0; EWS-Fli block: -5; F508del corr: -1.2

Results for C[C@@H]1CN([C@H](C)CO)C(=O)Cc2cc(NC(=O)Nc3ccccc3)ccc2O[C@@H]1CN(C)Cc1ccc(Oc2ccccc2)cc1 ?
PAX8 inh HTS: 9; INS-1E GSIS act: -2; DENV2 CPE: -22; ERp5 block: -1; ARNT-TACC3 inh: -1; XiGFP reactiv: 0.0; EWS-Fli block: 19; F508del corr: -3.3

What do the screens show for `COc1ccc(C(C)(C)C)cc1NC(=O)c1cccc(S(=O)(=O)N2CCN(C(C)=O)CC2)c1`?
PAX8 inh HTS: -10; INS-1E GSIS act: 3; DENV2 CPE: 10; ERp5 block: -1; ARNT-TACC3 inh: 6; XiGFP reactiv: 0.0; EWS-Fli block: 2; F508del corr: -2.9

What do the screens show for `C[C@@H]1CN([C@@H](C)CO)C(=O)c2cc(NS(=O)(=O)c3cccs3)ccc2O[C@H]1CN(C)C(=O)Nc1ccc(C(F)(F)F)cc1`?
INS-1E GSIS act: -4; DENV2 CPE: 11; ERp5 block: 1; ARNT-TACC3 inh: -2; XiGFP reactiv: -0.4; EWS-Fli block: -3; F508del corr: 0.6

What do the screens show for `CCOC(CNc1cc(C)nc2c(-c3ccccc3OC)c(C)nn12)OCC`?
PAX8 inh HTS: 16; INS-1E GSIS act: -1; DENV2 CPE: 6; ERp5 block: -3; ARNT-TACC3 inh: -7; XiGFP reactiv: 0.0; EWS-Fli block: 3; F508del corr: -0.2

Results for CCS(=O)(=O)N1CCCCN2[C@@H](CO)[C@@H](c3ccc(-c4ccccc4C)cc3)[C@@H]2C1 ?
PAX8 inh HTS: 2; INS-1E GSIS act: -20; DENV2 CPE: -2; ERp5 block: 4; ARNT-TACC3 inh: 4; XiGFP reactiv: 0.1; EWS-Fli block: 2; F508del corr: 1.6

How did CC(C)(C)N1CC(C(=O)O)CC1=O (stereo not drawn) do in these assays?
PAX8 inh HTS: 14; INS-1E GSIS act: -6; DENV2 CPE: 0; ERp5 block: -1; ARNT-TACC3 inh: -2; XiGFP reactiv: 0.0; EWS-Fli block: 0; F508del corr: 2.6

Random excerpt: 2 entries already listed
Results for Cc1ccc(S(=O)(=O)N(C)C[C@H]2Oc3ncc(C#CC4(O)CCCC4)cc3C(=O)N([C@H](C)CO)C[C@@H]2C)cc1 ?
INS-1E GSIS act: 1; ERp5 block: 0; ARNT-TACC3 inh: -3; XiGFP reactiv: -0.7; EWS-Fli block: 9; F508del corr: 3.0

Results for Cc1ccc(CNC(=O)CSc2nc(C)cs2)cc1 ?
PAX8 inh HTS: 5; INS-1E GSIS act: -1; DENV2 CPE: 3; ERp5 block: 2; ARNT-TACC3 inh: -1; XiGFP reactiv: 0.2; EWS-Fli block: 2; F508del corr: 2.9

Next section.
What do the screens show for `COc1ccccc1/C=N/Nc1nc(C)cc(C)n1`?
PAX8 inh HTS: -4; INS-1E GSIS act: -2; DENV2 CPE: 3; ERp5 block: 3; ARNT-TACC3 inh: -2; XiGFP reactiv: 0.0; EWS-Fli block: -19; F508del corr: 2.4

Results for O=S(=O)(CCOc1ccccc1)N1CCOCC1 ?
PAX8 inh HTS: 24; INS-1E GSIS act: 10; ARNT-TACC3 inh: -1; XiGFP reactiv: 0.0

How did Cc1ccc(NC(=O)CN(C)C(=O)COC(=O)CCS(=O)(=O)c2ccc(C)cc2)cc1 do in these assays?
PAX8 inh HTS: 3; INS-1E GSIS act: -6; DENV2 CPE: 3; ERp5 block: 0; ARNT-TACC3 inh: -17; XiGFP reactiv: 0.0; F508del corr: -0.2

How did C[C@H](CO)N1C[C@H](C)[C@H](CN(C)C)Oc2ccc(NC(=O)CCN3CCOCC3)cc2CC1=O do in these assays?
PAX8 inh HTS: -15; INS-1E GSIS act: 24; DENV2 CPE: -10; ERp5 block: -2; ARNT-TACC3 inh: -7; XiGFP reactiv: 0.4; EWS-Fli block: -5; F508del corr: 1.7

What do the screens show for `C=CCN1C(=O)C(Cc2ccc(C)cc2)S/C1=N/N=C/c1ccco1` (stereo not drawn)?
INS-1E GSIS act: -7; DENV2 CPE: 2; ERp5 block: 5; EWS-Fli block: 2; F508del corr: 2.0

How did FC(F)Oc1ccc(NC(=S)NCC2COc3ccccc3O2)cc1 (stereo not drawn) do in these assays?
PAX8 inh HTS: -14; INS-1E GSIS act: -22; ARNT-TACC3 inh: 3; XiGFP reactiv: 0.0

How did O=C(CNCc1ccccc1)Nc1ccccc1-c1ccccc1 do in these assays?
PAX8 inh HTS: -13; INS-1E GSIS act: 6; DENV2 CPE: -2; ERp5 block: 0; ARNT-TACC3 inh: -1; XiGFP reactiv: 0.0; EWS-Fli block: -2; F508del corr: -2.6

Results for CCOc1ccc2nc(NC(=O)C3=NN(c4ccccc4)C(=O)CC3)sc2c1 ?
PAX8 inh HTS: 19; INS-1E GSIS act: -3; DENV2 CPE: 12; ERp5 block: -1; ARNT-TACC3 inh: -4; XiGFP reactiv: 0.0; EWS-Fli block: -5; F508del corr: 3.4

How did CCC(=O)Nc1ccc2c(c1)OC[C@@H](C)N(C(=O)CC)C[C@H](C)[C@H](OC)CN(C)C2=O do in these assays?
INS-1E GSIS act: -5; XiGFP reactiv: 0.2; EWS-Fli block: 3; F508del corr: -3.4

What do the screens show for `O=C(Nc1ccccc1OC(F)F)c1ccc(N2CCCC2=O)cc1`?
PAX8 inh HTS: -13; INS-1E GSIS act: 5; DENV2 CPE: 7; ERp5 block: 3; XiGFP reactiv: 0.3; EWS-Fli block: -31; F508del corr: -3.2

Results for COc1cccc2c1Oc1ncccc1N(C(=O)CCC(=O)NCc1ccccc1F)C2 ?
PAX8 inh HTS: -9; INS-1E GSIS act: 17; DENV2 CPE: 5; ERp5 block: 1; ARNT-TACC3 inh: -3; XiGFP reactiv: -0.1; F508del corr: -0.5

Results for O=S1(=O)N=C2CCCCCN2C(c2ccc(F)cc2)N1 (stereo not drawn) ?
PAX8 inh HTS: -3; DENV2 CPE: 9; ERp5 block: -5; ARNT-TACC3 inh: -2; XiGFP reactiv: 0.0; EWS-Fli block: -3; F508del corr: -0.3

What do the screens show for `O=C(O)CSc1nnc(COc2cccc3cccnc23)n1-c1cccc(C(F)(F)F)c1`?
PAX8 inh HTS: 13; INS-1E GSIS act: 5; ERp5 block: -2; XiGFP reactiv: 0.1; EWS-Fli block: 0; F508del corr: 0.4

Results for NC(=O)N/N=C/c1ccc([N+](=O)[O-])o1 ?
PAX8 inh HTS: 4; DENV2 CPE: 5; ERp5 block: -1; ARNT-TACC3 inh: 1; XiGFP reactiv: 0.3; EWS-Fli block: 6; F508del corr: -2.7

Results for CC(OC(=O)CCN1C(=O)C2CC=CCC2C1=O)C(=O)c1ccc(F)cc1 (stereo not drawn) ?
PAX8 inh HTS: 2; INS-1E GSIS act: 14; DENV2 CPE: 10; ERp5 block: 7; ARNT-TACC3 inh: -2; XiGFP reactiv: 0.3; EWS-Fli block: -1; F508del corr: -0.1

What do the screens show for `CN1CCN(C(=O)[C@H]2[C@H](CO)[C@H]3Cn4c(ccc(/C=C/c5ccccc5)c4=O)[C@H]3N2CC2CC2)CC1`?
PAX8 inh HTS: 32; INS-1E GSIS act: -3; DENV2 CPE: -1; ERp5 block: -8; ARNT-TACC3 inh: -7; XiGFP reactiv: 0.4; EWS-Fli block: 4

What do the screens show for `S=c1[nH]nc(COc2ccccc2)n1-c1ccccc1`?
PAX8 inh HTS: 2; INS-1E GSIS act: -3; DENV2 CPE: 3; ERp5 block: -1; ARNT-TACC3 inh: -14; XiGFP reactiv: 0.0; EWS-Fli block: -1; F508del corr: 2.7

Screening results as filed in PubChem.
